Source: PubChem
UBC13 polyUb: UBC13 polyubiquitin chain formation inhibitors, primary screen, biochemical, TR-FRET, uHTS; actives 0.47% (n = 330,000); inhibition, % at 20 µM; in the data active means inhibition above about 45%, passing the limit was not always enough
Target sequence (P61088 whole entry, looked up): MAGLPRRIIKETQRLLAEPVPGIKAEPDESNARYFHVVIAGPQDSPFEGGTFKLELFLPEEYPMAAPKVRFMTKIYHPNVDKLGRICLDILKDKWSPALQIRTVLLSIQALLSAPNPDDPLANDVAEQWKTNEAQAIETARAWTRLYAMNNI
Gli-Sufu block: Gli-Sufu pathway antagonists, primary screen, luciferase luminescence, Sufu-KO-LIGHT cells, uHTS. AID 588413, 2011. actives 0.74% (n = 340,000). inhibition, % at 5 µM. Sufu-KO-LIGHT fibroblasts, Gli luciferase reporter luminescence;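 active means inhibition above about 55%, limit read from the data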;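 further: 0% = DMSO-treated cells and 100% = wells with medium but no cells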
EBI2 block: EBI2 receptor antagonists, beta-arrestin recruitment, primary screen, cell-based, luminescence, 7a,25-OHC stimulation, uHTS; G-protein coupled receptor 183 (Homo sapiens), P32249; 7a,25-OHC stimulated; inhibition, % at 5 µM; actives 0.81% (n = 360,000); in the data active means inhibition above about 38%;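 further: enzyme fragment complementation signal reports receptor beta-arrestin coupling in cells; 0% = agonist plus DMSO wells and 100% = wells without agonist; some results beyond the cut were filed as inactive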
CCR6 antagonist: CCR6 receptor antagonists, primary screen, cell-based, CHO-K1, luminescence, beta-arrestin, uHTS; C-C chemokine receptor type 6 (Homo sapiens), P51684; CHO-K1 CCR6 PathHunter beta-arrestin, CCL20-stimulated; inhibition, % at 20 µM; actives 0.49% (n = 340,000); AID 493098, 2011;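 active means compounds whose inhibition of the agonist-driven luminescence signal at 20 µM reaches about 50%, limit read from the data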;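 further: cells stimulated with CCL20 at 14 nM final; plate controls were DMSO with CCL20 for no effect and DMSO without agonist for full effect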
Target sequence (P51684 whole entry, looked up): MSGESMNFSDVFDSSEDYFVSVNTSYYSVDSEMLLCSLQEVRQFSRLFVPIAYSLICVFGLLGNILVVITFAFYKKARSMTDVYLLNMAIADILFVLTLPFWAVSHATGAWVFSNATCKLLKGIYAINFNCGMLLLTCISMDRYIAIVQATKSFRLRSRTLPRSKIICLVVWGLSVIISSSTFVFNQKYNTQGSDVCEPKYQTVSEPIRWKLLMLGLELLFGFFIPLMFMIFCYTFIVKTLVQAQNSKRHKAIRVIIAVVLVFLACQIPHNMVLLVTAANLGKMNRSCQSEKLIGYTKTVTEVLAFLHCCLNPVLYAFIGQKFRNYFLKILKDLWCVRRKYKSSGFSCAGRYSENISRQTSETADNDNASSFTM
697 NFkB inh: inhibitors of PMA/ionomycin-induced NF-kB reporter, 697 cells, primary screen, B-cell NF-kB inhibitor project, cell-based, luminescence, uHTS | 697 B-cell NF-kB luciferase reporter, 16 h | inhibition, % at 4 µM | actives 0.33% (n = 330,000) | AID 435022, 2010; in the data active means inhibition above about 35%
Jurkat NFkB inh: inhibitors of induced NF-kB luciferase reporter, primary screen, TCR NF-kB activation inhibitor project, cell-based, luminescence, uHTS; inhibition, % at 4 µM; actives 0.53% (n = 330,000); Jurkat, PMA/ionomycin-induced NF-kB luciferase reporter
SENP8 block: SENP8 protease inhibitors, primary screen, biochemical, luminescence. actives 1.2% (n = 330,000). AID 2540, 2010. Sentrin-specific protease 8 (Homo sapiens), Q96LD8. inhibition, % at 10 µM. purified SENP8, Z-RLRGG-aminoluciferin cleavage
Target sequence (Q96LD8 whole entry, looked up): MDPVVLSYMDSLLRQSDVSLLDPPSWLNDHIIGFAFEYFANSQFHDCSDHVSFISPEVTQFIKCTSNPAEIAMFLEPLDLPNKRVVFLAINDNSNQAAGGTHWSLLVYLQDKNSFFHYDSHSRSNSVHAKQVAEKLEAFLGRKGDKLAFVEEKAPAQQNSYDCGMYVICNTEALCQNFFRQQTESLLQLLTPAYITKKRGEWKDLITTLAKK
Apaf-1 inh: inhibitors of human Apaf-1 apoptosome, primary screen, biochemical, DEVD-Rh110 fluorescence, uHTS; Apoptotic protease-activating factor 1 (Homo sapiens), O14727; reconstituted apoptosome caspase-3 activity; inhibition, % at 20 µM; actives 0.71% (n = 330,000); active means inhibition of at least 40% at 20 µM;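 further: plate controls were DMSO wells for no effect and DEVD-CHO caspase inhibitor wells for full effect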
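System: reconstituted apoptosome with Apaf-1, cytochrome c, caspase-9, procaspase-3, dATP; Signal: Rh110 fluorescence intensity; Schedule: 30 min compound preincubation, 50 min activation, room temperature; Reagent: cytochrome c trigger plus (Z-DEVD)2-Rh110 caspase-3 substrate.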
Starred values were filed as active, the others as inactive. Unless noted, no stated cut-off is given here; in the data, active means inhibition above about 50%; inactive means the rest. Some of the compounds tested (hit frequency here may not be typical).

The opening 4 compounds, to show the layout:
item | Molecule | UBC13 polyUb | Gli-Sufu block | EBI2 block | CCR6 antagonist | 697 NFkB inh | Jurkat NFkB inh | SENP8 block | Apaf-1 inh
1 | O=C(NCCCc1ccccc1)C1CC(=O)N(c2ccc3c(c2)OCCO3)C1 (stereo unspecified) | -4 | -2 | -5 | -5 | -1 | 2 | -10 | -1
2 | CC(C)(C)c1[nH]nc2c1C(C1C=CCCC1)C(C#N)=C(N)O2 (stereo unspecified) | 5 | 8 | 0 | 12 | -2 | -5 | 4 | 20
3 | COc1ccc(C(CNC(=O)CNC(=O)c2cccc(Cl)c2)N2CCCC2)cc1 (stereo unspecified) | 6 | 10 | -4 | 15 | 10 | -2 | 2 | 5
4 | CC(=O)N1c2ccc(S(=O)(=O)NCCC(=O)NC3CCC(C)CC3)cc2CC1C (stereo unspecified) | 3 | -3 | 3 | -3 | 0 | 9 | 2 | -16

Results, from the first entry:
item | Molecule | UBC13 polyUb | Gli-Sufu block | EBI2 block | CCR6 antagonist | 697 NFkB inh | Jurkat NFkB inh | SENP8 block | Apaf-1 inh
1 | O=C(NCCCc1ccccc1)C1CC(=O)N(c2ccc3c(c2)OCCO3)C1 (stereo unspecified) | -4 | -2 | -5 | -5 | -1 | 2 | -10 | -1
2 | CC(C)(C)c1[nH]nc2c1C(C1C=CCCC1)C(C#N)=C(N)O2 (stereo unspecified) | 5 | 8 | 0 | 12 | -2 | -5 | 4 | 20
3 | COc1ccc(C(CNC(=O)CNC(=O)c2cccc(Cl)c2)N2CCCC2)cc1 (stereo unspecified) | 6 | 10 | -4 | 15 | 10 | -2 | 2 | 5
4 | CC(=O)N1c2ccc(S(=O)(=O)NCCC(=O)NC3CCC(C)CC3)cc2CC1C (stereo unspecified) | 3 | -3 | 3 | -3 | 0 | 9 | 2 | -16
5 | CC12CCC(=O)N1C(C(=O)NNC(=O)c1ccc(Br)cc1)CS2 (stereo unspecified) | -10 | 2 | -7 | 7 | 8 | -16 | -10 | -7
6 | OCC1N=C(c2ccccn2)OC1c1ccccc1 (stereo unspecified) | -6 | 34 | -6 | 9 | -4 | 11 | 4 | -5
7 | Cc1ccccc1NC(=S)N(C)CCc1ccccn1 | 11 | 0 | 5 | 11 | 0 | -8 | -5 | -3
8 | Nc1nc(SCC(=O)Nc2ccccc2Sc2ccccc2)n[nH]1 | 7 | 2 | 4 | 5 | -7 | -13 | -3 | -6
9 | FC(F)Sc1ccc(-n2cc(-c3ccccc3)[n+]3c2CCC3)cc1 | 11 | 60* | -3 | 9 | -11 | 10 | 0 | -2
10 | COc1ccc(CNC(=O)CN2CCC(C(=O)c3ccc(OC)cc3)CC2)cc1 | 2 | 3 | 11 | 11 | -19 | 2 | 4 | 2
11 | COc1ccccc1CNC(=O)CNC(=O)N1CC(=O)Nc2ccccc21 | 4 | -13 | -2 | -1 | 6 | 3 | -3 | -2
12 | COCCCNc1nc2c(-c3cccc(C)c3)nnn2c2ccccc12 | 36 | 4 | 6 | 5 | -10 | -17 | 3 | 6
13 | CCCN1C(=O)c2ccccc2NC1c1ccc(Br)cc1 (stereo unspecified) | 16 | 2 | 3 | 19 | -11 | -14 | -10 | 10
14 | NS(=O)(=O)c1ccc(NNC(=O)c2ccccc2C(=O)O)cc1 | -2 | 8 | 17 | 12 | 0 | 12 | 4 | -5
15 | CC(C)c1ccc(NC(=O)COC(=O)c2ccc(CN3CCCC3=O)cc2)cc1 | 19 | -13 | -4 | -5 | 8 | -6 | -2 | -10
16 | COc1cccc(C(=O)NNC(=O)C(=O)Nc2ccc(C)c(Cl)c2)c1 | -9 | -5 | 5 | 14 | -21 | -8 | -1 | 19
17 | Cc1ccc(C)c(NC(=O)CN(C)C(=O)c2ccccc2OCc2ccccc2Cl)c1 | -8 | 4 | 11 | 2 | -1 | 5 | 1 | 26
18 | O=C1NC[C@@H](Cc2ccc(O)cc2)N(CCc2cccc(F)c2)C1=O | 0 | -2 | 5 | 6 | 10 | 20 | -8 | -1
19 | OCCNC(=S)Nc1cc(Cl)cc(Cl)c1 | -8 | 4 | -4 | 14 | -16 | -7 | -5 | -7
20 | COc1ccc(C)cc1S(=O)(=O)N1CCC(C(=O)NCCC2=CCCCC2)CC1 | 7 | 1 | 23 | -17 | -10 | -18 | -11 | 9
21 | COc1ccc(C(=O)NNC(=O)CN2CCN(c3nc(-c4ccccc4)cs3)CC2)cc1 | -2 | 0 | 10 | 14 | 17 | 1 | 1 | 9
22 | COc1ccc(CCNS(=O)(=O)c2ccc3c(c2)CC(C)N3C(C)=O)cc1OC (stereo unspecified) | -10 | 8 | 2 | 0 | -33 | -5 | 1 | 0
23 | Cc1nc(NCCN2CCOCC2)c2nnn(Cc3ccccc3Cl)c2n1 | 12 | 0 | 1 | -11 | 5 | 5 | -8 | -20
24 | COc1ccc(CCNS(=O)(=O)c2ccc3c(c2)NC(=O)C(C)S3)cc1OC (stereo unspecified) | -10 | 29 | -7 | 0 | -60 | -20 | -5 | 20
25 | CCOCCCNCc1ccc(OCc2ccccc2Cl)cc1 | 11 | 29 | -11 | 4 | -47 | -11 | -6 | 14
26 | O=C(Nc1ccc2c(c1)OCCO2)NC12CC3CC(CC(C3)C1)C2 | 2 | -108 | 11 | 10 | -160 | -130 | -12 | 6
27 | CCOc1ccccc1C1CC(=O)Nc2c1c(=O)n(C)c(=O)n2C (stereo unspecified) | -2 | 16 | -10 | 0 | 1 | -1 | -5 | 4
28 | Cc1ccc(C2=[N+]([O-])C(C)(C)CC2)cc1 | -14 | 0 | 0 | 5 | 0 | -3 | -5 | -1
29 | CCOC(=O)C(=NCCOC)NNc1cc(Cl)ccc1Cl | 11 | 1 | 9 | 13 | -10 | -1 | 3 | 13
30 | O=C(COc1ccc2cc(-c3ccccc3)c(=O)oc2c1)NCC1CCC(C(=O)O)CC1 (stereo unspecified) | 14 | -8 | 4 | -3 | 10 | 9 | -7 | -6
31 | CCOC(=O)CNC(=O)CNC(=O)c1ccc(OC)cc1 | 3 | 28 | -5 | -17 | 24 | -2 | 2 | -4
32 | O=P(O)(CP(=O)(c1ccccc1)c1ccccc1)c1ccccc1O | -1 | -4 | -11 | 5 | 1 | -10 | -9 | -11
33 | O=C(NCc1cccnc1)c1cc2nc(-c3cccs3)cc(C(F)(F)Cl)n2n1 | 2 | -13 | -10 | 3 | 7 | -18 | 8 | -4
34 | COc1cc(C2SCCS2)cc(Br)c1Oc1ncccc1[N+](=O)[O-] | 5 | -6 | -4 | 7 | -6 | 4 | 2 | 0
35 | Cn1c(/N=C/c2c[nH]c3ccccc23)nc2ccccc21 | 5 | 3 | 4 | -7 | -14 | 0 | 94* | 7
36 | CCOc1ccc(N2CC(NS(=O)(=O)c3cccnc3)CC2=O)cc1 (stereo unspecified) | 1 | -4 | -4 | 9 | 19 | 17 | -3 | 2
37 | COc1cc(OC)cc(C(=O)Nn2c(C)nc3ccccc3c2=O)c1 | -9 | -3 | -1 | 0 | -24 | 1 | -6 | -3
38 | CCOc1ccc(-c2nc(N)ncc2Oc2cccc(OC)c2)c(O)c1 | 8 | -14 | 47* | -3 | -26 | 15 | -14 | 33
39 | Cc1cc(C(=O)CCl)c(C)n1CC1COc2ccccc2O1 (stereo unspecified) | -7 | -15 | 15 | -5 | 16 | 6 | -9 | 6
40 | Cc1ccc(NC(=O)[C@H](NC(=O)[C@@H]2Cc3ccccc3CN2)c2ccccc2)c(C)c1 | 4 | 10 | -2 | 4 | -4 | -8 | 2 | 15
41 | CN(CC(=O)Nc1ccccc1C(F)(F)F)C(=O)C1=COCCO1 | -1 | -4 | -6 | 5 | 25 | 8 | 0 | -9
42 | O=C(Nc1ccc(Cl)cc1)c1cccc(N2C(=O)C3C4CCC(C4)C3C2=O)c1 (stereo unspecified) | 7 | 4 | 11 | 7 | 0 | 1 | 0 | 6
43 | CSc1c(CC(=O)Nc2ccc(F)cc2)n(Cc2ccccc2)c2ccccc12 | -6 | 20 | 13 | 11 | 14 | 9 | 13 | 5
44 | Cc1ccc(S(=O)(=O)Nc2ncc(C(F)(F)F)cc2Cl)cc1 | -5 | -13 | -1 | 1 | -9 | -5 | -4 | -6
45 | C[C@H](NC(=O)N1CCn2c1nc1ccccc12)C(=O)NCCc1ccccc1 | 1 | 2 | 0 | 20 | 6 | 1 | 4 | 0
46 | CCC1(c2ccc(F)cc2)NC(=O)N(CC(=O)N2CCc3ccccc3C2)C1=O (stereo unspecified) | 2 | -7 | -2 | 7 | -11 | 12 | -3 | 9
47 | COc1ccc(-c2ccc3oc(-c4ccc(OC)cc4)c(C#CCCO)c3c2)cc1 | -10 | -1 | 0 | -8 | -194 | -41 | 1 | -30
48 | C=CCN(C(=O)CCC(=O)O)C1CC(=O)N(c2ccc(OCCC)cc2)C1=O (stereo unspecified) | -10 | -2 | -3 | -21 | 3 | -7 | -9 | -14
49 | Cc1c(C(=O)O)oc2c1/C(=N\O)CCC2 | -3 | 5 | -6 | -12 | 17 | 8 | 0 | 0
50 | COc1ccccc1N1CCN(C(=O)CCc2c[nH]c3ccccc23)CC1 | 3 | -4 | 0 | 2 | 10 | -6 | 2 | -5
51 | COc1ccccc1CCNC(=O)c1cnn2c(C(F)F)cc(C)nc12 | 5 | 4 | 10 | 5 | 9 | 4 | -3 | 6
52 | Cc1ccc(C(=O)NCCNC(=O)c2ccc(C)o2)o1 | -4 | 1 | -8 | -5 | 8 | 14 | -4 | -4
53 | COc1ccc(S(=O)(=O)N2CCOCC2)cc1NC(=O)Cc1ccsc1 | 0 | 4 | -3 | 3 | 17 | -3 | 8 | -5
54 | COc1cccc(OCCn2cc(C=O)c3ccccc32)c1 | 25 | 10 | -8 | 20 | 1 | 16 | -15 | -5
55 | Cc1cc(NC(=O)CCCn2ccc([N+](=O)[O-])n2)n(Cc2ccc(F)cc2)n1 | 9 | 4 | -9 | 2 | 14 | -1 | -2 | -12
56 | O=C(NNS(=O)(=O)c1ccc2ccccc2c1)c1cccnc1 | -1 | 1 | -22 | -2 | 25 | 13 | 1 | 1
57 | Cc1nn(C)cc1C(C)NC(=O)c1cc(COc2ccc(F)c(F)c2)on1 (stereo unspecified) | 1 | 23 | -10 | -6 | 3 | -10 | 0 | 5
58 | CCOC(=O)c1sc(=NC(=O)c2ccccc2Br)n(C)c1C | 22 | -119 | -5 | 6 | -181 | -149 | -11 | -5
59 | Cc1nc2nc(CC(=O)O)[nH]n2c(=O)c1[N+](=O)[O-] | 2 | -3 | 1 | 12 | 18 | -6 | -3 | -8
60 | Cc1cc(C(=O)Nc2cccc([N+](=O)[O-])c2C)cs1 | -8 | -13 | -9 | -2 | -17 | -1 | -13 | 11
61 | C=CCn1c(SCc2nc3ccccc3c(=O)[nH]2)nc2scc(C3CC3)c2c1=O | 14 | -3 | 4 | 3 | 9 | -5 | 4 | -9
62 | COc1ccc(-c2nnc(SC)n2C)cc1 | -3 | -5 | -3 | -3 | 13 | -12 | 3 | -21
63 | CCCCNCC1C(Oc2ccc(Cl)cc2)C(=O)N1c1ccccc1C (stereo unspecified) | 13 | 22 | 4 | 19 | -16 | -2 | -10 | 6

Values in list order from the list:
Compounds 3–8 in EBI2 block: -4, 3, -7, -6, 5, 4
Compounds 3–8 in UBC13 polyUb: 6, 3, -10, -6, 11, 7
Compounds 3–8 in 697 NFkB inh: 10, 0, 8, -4, 0, -7

An excerpt from above, showing only Jurkat NFkB inh and Apaf-1 inh.
| item | SMILES | Jurkat NFkB inh | Apaf-1 inh |
| --- | --- | --- | --- |
| 63 | CCCCNCC1C(Oc2ccc(Cl)cc2)C(=O)N1c1ccccc1C (stereo unspecified) | -2 | 6 |
| 36 | CCOc1ccc(N2CC(NS(=O)(=O)c3cccnc3)CC2=O)cc1 (stereo unspecified) | 17 | 2 |
| 50 | COc1ccccc1N1CCN(C(=O)CCc2c[nH]c3ccccc23)CC1 | -6 | -5 |
